High-throughput results from PubChem.
GC-B act: human GC-B receptor activators, primary screen, HEK293 GC-B cells, cGMP TR-FRET, EC30 CNP; Atrial natriuretic peptide receptor 2 (Homo sapiens), P20594; 0% at EC30 CNP, 100% saturating CNP; activation, % at 10 µM; actives 0.11% (n = 370,000); AID 1920062, 2024;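 active means activation at 10 µM reaching about 35% in either raw or pattern-adjusted values, limit read from the data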
Target sequence (P20594 whole entry, looked up): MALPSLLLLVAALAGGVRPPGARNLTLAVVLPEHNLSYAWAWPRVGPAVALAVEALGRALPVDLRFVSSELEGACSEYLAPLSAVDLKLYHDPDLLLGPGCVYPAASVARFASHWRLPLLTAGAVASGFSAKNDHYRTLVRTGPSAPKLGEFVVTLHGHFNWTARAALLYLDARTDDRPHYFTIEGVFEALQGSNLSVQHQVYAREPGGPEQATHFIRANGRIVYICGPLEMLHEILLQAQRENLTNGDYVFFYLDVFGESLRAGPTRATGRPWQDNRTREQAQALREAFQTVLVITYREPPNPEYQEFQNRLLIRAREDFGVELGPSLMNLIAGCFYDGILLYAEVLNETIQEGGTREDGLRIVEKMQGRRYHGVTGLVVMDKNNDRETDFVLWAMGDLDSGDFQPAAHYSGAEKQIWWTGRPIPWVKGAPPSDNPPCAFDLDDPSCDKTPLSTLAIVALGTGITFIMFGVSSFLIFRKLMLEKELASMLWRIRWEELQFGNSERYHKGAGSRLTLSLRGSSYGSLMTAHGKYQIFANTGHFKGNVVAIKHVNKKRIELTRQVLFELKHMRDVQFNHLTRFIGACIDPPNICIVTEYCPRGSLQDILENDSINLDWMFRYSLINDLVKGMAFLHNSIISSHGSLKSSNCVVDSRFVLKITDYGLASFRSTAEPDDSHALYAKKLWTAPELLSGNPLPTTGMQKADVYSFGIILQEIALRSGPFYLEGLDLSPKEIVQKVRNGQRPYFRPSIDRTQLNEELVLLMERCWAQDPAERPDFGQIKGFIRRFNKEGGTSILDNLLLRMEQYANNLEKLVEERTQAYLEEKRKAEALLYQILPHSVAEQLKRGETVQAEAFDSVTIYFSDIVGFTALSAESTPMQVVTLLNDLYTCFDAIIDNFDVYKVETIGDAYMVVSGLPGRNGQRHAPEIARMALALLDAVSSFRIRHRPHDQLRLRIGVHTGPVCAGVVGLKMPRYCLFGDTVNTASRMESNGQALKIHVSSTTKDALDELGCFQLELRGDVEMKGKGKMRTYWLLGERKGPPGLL
mABHD4 FP: ABHD4 inhibitors, primary screen, biochemical, fluorescence polarization, mouse; inhibition, % at 8.92 µM; purified mABHD4, FP-Rh probe fluorescence polarization; AID 720543, 2013; actives 0.54% (n = 370,000); (Lyso)-N-acylphosphatidylethanolamine lipase (Mus musculus), Q8VD66;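 active means inhibition exceeding the mean over every tested compound plus 3 SD, cut at about 30% in these data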;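 further: 0% = plate median of compound wells and 100% = S159A mutant with DMSO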
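Material: mouse ABHD4 enzyme, wild type; Benchmarks: S159A mutant high control, sample median low control; Buffer or medium: HEPES pH 7.0, NaCl, Pluronic buffer; Signal: fluorescence polarization; Read-out: percent inhibition of probe binding, normalized to plate controls; Timing: pre-incubation 45 min, probe exposure 60 min, at 25 °C; Dosing: 8.92 µM, single dose.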
MBD2 inh: inhibitors of MBD2 binding to methylated DNA, primary screen, biochemical, TR-FRET, DNA-binding domain, human; MBD2 binding to methylated oligonucleotide; actives 0.31% (n = 370,000); inhibition, % at 4.4 µM; AID 686964, 2013; Methyl-CpG-binding domain protein 2 (Homo sapiens), Q9UBB5; in the data active means inhibition above about 13%
rCAG RNA binder: binders of r(CAG) RNA repeats, primary screen, biochemical, fluorescence. r(CAG) RNA repeat, TO-PRO-1 dye displacement fluorescence. inhibition, % at 3 µM. actives 1.3% (n = 370,000). AID 651821, 2012;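 active means inhibition above the plate cutoff, the mean of all test compounds on that plate plus 3 SD, cut at about 35% in these data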;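 further: 0% = DMSO alone and 100% = 100 µM mitoxantrone as full dye displacement; higher means more dye released from RNA so lower well fluorescence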
SIAE primary: human SIAE inhibitors, primary screen, biochemical, fluorescence polarization, FP-Rh probe, 1536-well HTS; AID 1053197, 2014; actives 0.69% (n = 370,000); SIAE FP-Rh probe binding; inhibition, % at 9.66 µM;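 active means inhibition above a cutoff: mean of compounds within the control limits plus 3 SD of those, cut at about 17% in these data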;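 further: 0% = plate median of compound wells and 100% = probe without SIAE protein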
TDP2 inh: human TDP2 enzyme inhibitors, primary screen, biochemical, epi absorbance, recombinant enzyme | actives 0.34% (n = 370,000) | inhibition, % at 12.8 µM | AID 720702, 2013 | T5PNP hydrolysis, p-nitrophenol absorbance 415 nm;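 active means inhibition above the mean of all tested compounds plus 3 SD, set per campaign, cut at about 25% in these data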;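 further: 0% = DMSO with enzyme and 100% = buffer with substrate but no TDP2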
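Material: recombinant human TDP2; quantity: TDP2 enzyme at 120 nM final; medium: Tris-HCl pH 7.5 with MgCl2; compound: single concentration, 12.8 µM nominal, with 1% DMSO; incubation: 2 h enzyme incubation at 37 °C; signal: epi absorbance; measure: percent inhibition; benchmarks: high control without enzyme, low control DMSO plus TDP2; repeats: singlicate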
HTRA1 inhibitor: HTRA1 serine protease inhibitors, primary screen, biochemical, fluorescence polarization, HTS. recombinant HTRA1, FP-rhodamine activity-based probe. inhibition, % at 5.96 µM. actives 0.5% (n = 340,000). AID 504803, 2011; in the data active means inhibition above about 36%;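 further: 0% = enzyme with DMSO and 100% = wells lacking enzyme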
LEDGF integ inh: blockers of LEDGF/p75-dependent integrase strand transfer – biochemical, TR-FRET, high throughput, primary screen; HIV-1 integrase (with human LEDGF/p75); TR-FRET IN-LEDGF/p75 DNA integration, Eu/Cy5; inhibition, % at 3.7 µM; actives 0.64% (n = 370,000);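 active means inhibition above the screen-wide mean plus 3 SD, cut at about 13% in these data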;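 further: signal is the Cy5 over europium emission ratio at 671 and 618 nm; 0% = plate median of compound wells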
TCR CD3 inh: inhibitors of human TCR-CD3 interaction, primary screen, biochemical, fluorescence, TAMRA-labeled TCR probe; T-cell receptor (TCR); inhibition, % at 9.4 µM; actives 0.37% (n = 360,000); AID 651800, 2012; in the data active means inhibition above about 19%;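 further: recombinant mutant TCR 2C K166C tagged with TAMRA read by polarization; 0% = receptor in buffer alone and 100% = receptor with positive control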
PRMT1 FP inh: PRMT1 methyltransferase inhibitors, primary screen, biochemical, fluorescence polarization; actives 1.3% (n = 370,000); Protein arginine N-methyltransferase 1 (Homo sapiens), Q99873; AID 652257, 2013; inhibition, % at 2.79 µM; recombinant PRMT1, activity-based probe fluorescence polarization;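 active means inhibition above about 21% made by adding two undisclosed values, limit read from the data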
* hit, by the source's call. This is a subset, so the mix of outcomes need not match the whole.

For O=C(NCc1ccccn1)C1CCN(C2CCN(Cc3cccc(F)c3)CC2)CC1 the results were GC-B act 3, mABHD4 FP 5, MBD2 inh 1, rCAG RNA binder 1, SIAE primary -3, TDP2 inh -3, HTRA1 inhibitor 6, LEDGF integ inh 3, TCR CD3 inh 3 and PRMT1 FP inh 1.
`C=CCn1c(=O)c2ccccc2n2c(=S)[nH]nc12` gave GC-B act 2, mABHD4 FP -4, MBD2 inh -4, rCAG RNA binder 2, SIAE primary 5, TDP2 inh 0, HTRA1 inhibitor 11, LEDGF integ inh 0, TCR CD3 inh 0 and PRMT1 FP inh 5.
For Cc1ccc(Cn2ccc(NC(=O)c3noc4c3CCc3ccccc3-4)n2)cc1 the results were GC-B act -3, mABHD4 FP -2, MBD2 inh -5, rCAG RNA binder -3, SIAE primary 10, TDP2 inh -4, HTRA1 inhibitor -3, LEDGF integ inh -4, TCR CD3 inh -1 and PRMT1 FP inh -3.
CC(Oc1ccc(Cl)cc1Cl)c1ccnc(N)n1 (stereo unspecified) was read as GC-B act 10, mABHD4 FP -8, MBD2 inh -6, rCAG RNA binder -3, SIAE primary -5, TDP2 inh -19, HTRA1 inhibitor -33, LEDGF integ inh -1, TCR CD3 inh -3 and PRMT1 FP inh -1.
`CCCCCn1ccc(=N)cc1` gave GC-B act -4, mABHD4 FP -5, MBD2 inh 4, rCAG RNA binder 4, SIAE primary 0, TDP2 inh 0, HTRA1 inhibitor 5, LEDGF integ inh -1, TCR CD3 inh 2 and PRMT1 FP inh 3.
`CCCN(CC(=O)Nc1ccccc1OC)C(=O)Cc1ccccc1F` gave GC-B act 0, mABHD4 FP -5, MBD2 inh -4, rCAG RNA binder -3, SIAE primary 6, TDP2 inh 0, HTRA1 inhibitor -3, LEDGF integ inh 3, TCR CD3 inh 3 and PRMT1 FP inh -1.
`COc1ccc(N2CCN(C(=S)Nc3ccc(S(N)(=O)=O)cc3)CC2)cc1` gave GC-B act 4, mABHD4 FP 4, MBD2 inh -4, rCAG RNA binder 7, SIAE primary 1, TDP2 inh -5, HTRA1 inhibitor -1, LEDGF integ inh 3, TCR CD3 inh 0 and PRMT1 FP inh 15.
Screening COc1ccccc1Nc1nc(N)nc(CN2CCC(C)CC2)n1 returned GC-B act -2, mABHD4 FP 2, MBD2 inh 3, rCAG RNA binder -6, SIAE primary 0, TDP2 inh 5, HTRA1 inhibitor -3, LEDGF integ inh 0, TCR CD3 inh -5 and PRMT1 FP inh 4.
`Cc1c([N+](=O)[O-])c(C(=O)N2CCCC2)nn1C` gave GC-B act 1, mABHD4 FP -11, MBD2 inh 3, rCAG RNA binder 1, SIAE primary 2, TDP2 inh 7, HTRA1 inhibitor 3, LEDGF integ inh 1, TCR CD3 inh 2 and PRMT1 FP inh -2.
Cc1cc(CSCc2ccc(Cl)cc2)no1 was read as GC-B act 5, mABHD4 FP -17, MBD2 inh 1, rCAG RNA binder -2, SIAE primary 2, TDP2 inh -11, HTRA1 inhibitor 4, LEDGF integ inh 5, TCR CD3 inh -6 and PRMT1 FP inh -2.
For O=C(NC1CCC1)c1ccc(C#CC2CC2)c[n+]1[O-] the results were GC-B act 7, mABHD4 FP -5, MBD2 inh 8, rCAG RNA binder 2, SIAE primary 10, TDP2 inh -3, LEDGF integ inh 3 and PRMT1 FP inh -2.
Screening COc1ccc(C(=O)N2CCN(Cc3cn[nH]c3-c3ccc(OC)cc3F)CC2)cc1 returned GC-B act -5, mABHD4 FP -5, MBD2 inh 4, rCAG RNA binder -8, SIAE primary 1, TDP2 inh 9, HTRA1 inhibitor -4, LEDGF integ inh 2, TCR CD3 inh 4 and PRMT1 FP inh 0.
For O=C(CCCc1ccccc1)Nc1ccnn1C1CCN(Cc2ccccc2)CC1 the results were GC-B act -6, mABHD4 FP -2, MBD2 inh 0, rCAG RNA binder -7, SIAE primary -5, TDP2 inh -14, HTRA1 inhibitor 2, LEDGF integ inh 0, TCR CD3 inh 0 and PRMT1 FP inh -1.
`CN(c1ccccc1)S(=O)(=O)c1ccc(C(=O)NNC(=O)c2ccccc2F)cc1` gave GC-B act -1, mABHD4 FP 6, MBD2 inh -2, rCAG RNA binder 5, SIAE primary 5, TDP2 inh -8, HTRA1 inhibitor -7, LEDGF integ inh -2, TCR CD3 inh 5 and PRMT1 FP inh -1.
Screening O=C(NC(=S)NC1CCSC1=O)c1ccccc1F (stereo unspecified) returned GC-B act 6, mABHD4 FP 6, MBD2 inh 4, rCAG RNA binder 4, SIAE primary 1, TDP2 inh -3, HTRA1 inhibitor 7, LEDGF integ inh 1, TCR CD3 inh 0 and PRMT1 FP inh 21.
For CN(c1ccccc1)S(=O)(=O)CS(=O)(=O)N(C)c1ccccc1 the results were GC-B act -3, mABHD4 FP -6, MBD2 inh 2, rCAG RNA binder 1, SIAE primary 1, TDP2 inh 6, HTRA1 inhibitor 1, LEDGF integ inh -5, TCR CD3 inh -2 and PRMT1 FP inh 0.
For Cc1ccc(C)c(N(C(=O)Cn2nnc3ccccc32)C(C(=O)NCc2ccco2)c2ccncc2)c1 (stereo unspecified) the results were GC-B act -20, mABHD4 FP -4, MBD2 inh -4, rCAG RNA binder -4, SIAE primary 1, TDP2 inh -3, HTRA1 inhibitor -1, LEDGF integ inh -1, TCR CD3 inh 3 and PRMT1 FP inh 1.
For Cc1ccc(Cn2cnc3c(nnn3Cc3ccc(Cl)cc3)c2=O)cc1 the results were GC-B act -3, mABHD4 FP -3, MBD2 inh 5, rCAG RNA binder -1, SIAE primary -2, TDP2 inh -3, HTRA1 inhibitor -4, LEDGF integ inh 1, TCR CD3 inh 2 and PRMT1 FP inh 1.
`CCC(=O)Nc1cc(C(C)C)c(O)cc1C` gave GC-B act 3, mABHD4 FP 2, MBD2 inh 1, rCAG RNA binder 2, SIAE primary 3, TDP2 inh 6, HTRA1 inhibitor -1, LEDGF integ inh -1, TCR CD3 inh 4 and PRMT1 FP inh -1.
For CN(Cc1ccccc1)C(=O)C1CCCN1S(=O)(=O)c1ccc(Cl)cc1 (stereo unspecified) the results were GC-B act -6, mABHD4 FP 5, MBD2 inh 1, rCAG RNA binder -1, SIAE primary 3, TDP2 inh 14, HTRA1 inhibitor -4, LEDGF integ inh 0, TCR CD3 inh -4 and PRMT1 FP inh 1.
CCOC(=O)[C@@]12CCCC=C1N(CCc1ccc(Cl)cc1)C(=O)[C@H]2CC(=O)N1CCC(c2ccccc2)CC1 was read as GC-B act -2, mABHD4 FP -10, MBD2 inh -10, rCAG RNA binder 6, SIAE primary 7, TDP2 inh -5, LEDGF integ inh 6 and PRMT1 FP inh -7.
For O=C(NCc1cccc(Cl)c1)C1Cc2c(-c3ccc(Cl)cc3)ccnc2O1 (stereo unspecified) the results were GC-B act -17, mABHD4 FP -18, MBD2 inh 7, rCAG RNA binder 4, SIAE primary -2, TDP2 inh -10, LEDGF integ inh 0, TCR CD3 inh -9 and PRMT1 FP inh 8.
For COc1ccccc1/C=C/C1(C(=O)NC2CCCC2)CC(=O)N1c1ccc(F)cc1 (stereo unspecified) the results were GC-B act -11, mABHD4 FP 2, MBD2 inh 2, rCAG RNA binder -5, SIAE primary 4, TDP2 inh 0, HTRA1 inhibitor -11, LEDGF integ inh -1, TCR CD3 inh -6 and PRMT1 FP inh -1.
Screening Cc1ccccc1-c1cc(C(=O)NCC2CC2)nn1CC1CC(c2cccc([N+](=O)[O-])c2)=NO1 (stereo unspecified) returned GC-B act 5, mABHD4 FP 1, MBD2 inh 3, rCAG RNA binder -3, SIAE primary 2, TDP2 inh -9, HTRA1 inhibitor -28, LEDGF integ inh 1, TCR CD3 inh 7 and PRMT1 FP inh 1.
`O=C(CSc1nc2scc(-c3ccco3)c2c(=O)n1-c1ccccc1)N1CCOCC1` gave GC-B act 6, mABHD4 FP -6, MBD2 inh 3, rCAG RNA binder 6, SIAE primary 6, TDP2 inh -13, HTRA1 inhibitor 2, LEDGF integ inh 2, TCR CD3 inh 7 and PRMT1 FP inh 4.
Cc1csc(NC(=O)c2ccc(-c3ccc(Cl)cc3Cl)o2)n1 was read as GC-B act -1, mABHD4 FP 7, MBD2 inh -6, rCAG RNA binder 3, SIAE primary -4, TDP2 inh 10, HTRA1 inhibitor 1, LEDGF integ inh 3, TCR CD3 inh 9 and PRMT1 FP inh -1.
O=C(O)c1nc(N2CCCCC2)ncc1Cl was read as GC-B act 2, mABHD4 FP 1, MBD2 inh 0, rCAG RNA binder 2, SIAE primary -1, TDP2 inh 1, HTRA1 inhibitor 1, LEDGF integ inh 0, TCR CD3 inh -11 and PRMT1 FP inh 3.
For Cc1cc2ccccn2c1C(=O)c1cccc(S(=O)(=O)N2CCOCC2)c1 the results were GC-B act 2, mABHD4 FP -10, MBD2 inh 1, rCAG RNA binder -3, SIAE primary -7, TDP2 inh -19, HTRA1 inhibitor -3, LEDGF integ inh -2, TCR CD3 inh -8 and PRMT1 FP inh 10.
Screening CCN(CC)S(=O)(=O)c1ccc(S(=O)(=O)N(CC(=O)Nc2ccccc2)CC2CCCO2)cc1 (stereo unspecified) returned GC-B act 8, mABHD4 FP 1, MBD2 inh -1, rCAG RNA binder -2, SIAE primary 2, TDP2 inh -1, HTRA1 inhibitor -16, LEDGF integ inh 4, TCR CD3 inh 5 and PRMT1 FP inh 1.
For COCc1nc2ccccc2n1Cc1cccc(C)c1 the results were GC-B act -1, mABHD4 FP 2, MBD2 inh -3, rCAG RNA binder -4, SIAE primary 13, TDP2 inh 8, HTRA1 inhibitor 3, LEDGF integ inh 2, TCR CD3 inh 1 and PRMT1 FP inh -3.
For COC(=O)[C@]12CCCCC=C1N(Cc1ccc(Cl)cc1Cl)C(=O)[C@H](CC(=O)NCc1cccc(C(F)(F)F)c1)C2 the results were GC-B act -2, mABHD4 FP -10, MBD2 inh -2, rCAG RNA binder 15, SIAE primary -7, TDP2 inh -8, LEDGF integ inh 1, TCR CD3 inh 6 and PRMT1 FP inh 0.
CCOc1ccccc1NC(=O)CN(c1ccc(C)cc1)S(=O)(=O)c1c(C)n[nH]c1C was read as GC-B act -9, mABHD4 FP -20, MBD2 inh 2, rCAG RNA binder -2, SIAE primary -3, TDP2 inh -5, HTRA1 inhibitor -18, LEDGF integ inh 0, TCR CD3 inh 4 and PRMT1 FP inh -2.
